SUMO1 PPI mod: modulators of SUMO1 protein-protein interactions, primary screen, biochemical, uHTS | Small ubiquitin-related modifier 1 (Homo sapiens), P63165 | SUMO1 binding to a labelled peptide, TR-FRET, 1 h | inhibition, % at 20 µM | actives 0.33% (n = 360,000) | AID 602429, 2012; in the data active = inhibition above about 37%
Target sequence (P63165 whole entry, looked up): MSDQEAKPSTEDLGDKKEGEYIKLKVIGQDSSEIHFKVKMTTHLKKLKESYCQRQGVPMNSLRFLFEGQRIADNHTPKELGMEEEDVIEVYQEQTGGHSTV
CendR NRP1 mod: modulators of CendR peptide binding to NRP-1, primary screen, biochemical, fluorescence polarization, uHTS | Neuropilin-1 (Homo sapiens), O14786 | FAM-RPARPAR peptide binding to NRP-1 | inhibition, % at 25 µM | actives 0.85% (n = 360,000);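 active = inhibition or corrected inhibition above about 18%, plus a signal ratio from 0.5 to 1.5, limit read from the data, passing the limit was not always enough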; also: strong numbers were not always called active
Target sequence (O14786 whole entry, looked up): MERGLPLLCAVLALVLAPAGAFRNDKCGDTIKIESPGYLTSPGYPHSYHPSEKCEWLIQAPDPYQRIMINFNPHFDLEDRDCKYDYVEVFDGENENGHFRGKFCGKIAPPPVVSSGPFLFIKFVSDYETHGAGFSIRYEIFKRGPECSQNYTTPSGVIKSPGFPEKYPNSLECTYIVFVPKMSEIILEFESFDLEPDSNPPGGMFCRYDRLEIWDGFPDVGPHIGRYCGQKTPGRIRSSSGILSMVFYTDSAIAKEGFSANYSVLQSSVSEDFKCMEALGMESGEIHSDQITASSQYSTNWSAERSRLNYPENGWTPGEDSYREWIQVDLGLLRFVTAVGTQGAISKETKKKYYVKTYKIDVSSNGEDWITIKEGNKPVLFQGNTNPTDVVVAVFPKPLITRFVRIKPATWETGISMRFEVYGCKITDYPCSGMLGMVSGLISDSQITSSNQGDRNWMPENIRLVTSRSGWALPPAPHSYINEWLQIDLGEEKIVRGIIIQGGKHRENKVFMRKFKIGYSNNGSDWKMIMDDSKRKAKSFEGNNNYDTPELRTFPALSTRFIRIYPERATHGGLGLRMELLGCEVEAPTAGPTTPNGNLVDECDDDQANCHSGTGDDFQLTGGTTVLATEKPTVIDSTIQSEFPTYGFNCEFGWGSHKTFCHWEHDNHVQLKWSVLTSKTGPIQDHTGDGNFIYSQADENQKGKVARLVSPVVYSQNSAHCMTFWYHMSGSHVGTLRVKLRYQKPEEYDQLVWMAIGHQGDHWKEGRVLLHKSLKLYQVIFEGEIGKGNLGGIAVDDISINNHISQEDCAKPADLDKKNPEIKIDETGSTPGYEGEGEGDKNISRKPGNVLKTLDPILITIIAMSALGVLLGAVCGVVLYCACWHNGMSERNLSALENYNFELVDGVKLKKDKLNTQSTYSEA
Tb MetRS inh: T. brucei MetRS inhibitors, primary screen, biochemical, luminescence; inhibition, % at 11.9 µM; actives 0.4% (n = 360,000); methionyl-tRNA synthetase (Trypanosoma brucei brucei); purified T. brucei MetRS, ATP depletion, Kinase-Glo luminescence;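 active = inhibition above a per-plate cutoff of the control wells' mean inhibition plus 3 SD, cut at about 5.5% in these data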;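 also: 0% = DMSO wells median and 100% = median of wells with control inhibitor compound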
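Material: parasite MetRS enzyme / Replication: singlicate, one well per compound / Signal: luminescence of leftover ATP / Schedule: 2 h aminoacylation at 25 °C after 15 min preincubation / Medium: HEPES-MgCl2-KCl buffer plus DTT, spermine, BSA, pyrophosphatase / Doses: 11.9 µM single point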
SKN-1 block: suppressors of acrylamide-induced Pgst-4::GFP reporter in worms, primary screen, SKN-1 inhibitor project, whole organism, uHTS, GFP/RFP fluorescence ratio, strain VP596; C. elegans VP596 Pgst-4::GFP/RFP ratio, 24 h; inhibition, % at 21.8 µM; actives 0.49% (n = 360,000); AID 624304, 2012;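 active = interference check ratio from 0.5 to 1.5 plus GFP to RFP signal ratio inhibition reaching or exceeding a fixed threshold, cut at about 30% in these data, passing the limit was not always enough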; also: some compounds called inactive have numbers as strong as hits
STEP inh: STEP phosphatase inhibitors, primary screen, biochemical, fluorescence intensity, uHTS; recombinant STEP, OMFP fluorogenic substrate; inhibition, % at 20 µM; actives 0.25% (n = 360,000);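 active = inhibition at 20 µM, scaled per plate between control wells, above about 37%, limit read from the data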;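 also: 0% = DMSO with enzyme and substrate and 100% = substrate only without enzyme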
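System: STEP (striatal-enriched tyrosine phosphatase) enzyme, cell-free; medium: Bis-Tris pH 6.0 buffer with DTT, detergent; dosing: 20 µM, 1% DMSO; times: reaction 20 min, ambient temperature; detection: fluorescence, 480/540 nm; read-out basis: normalized % inhibition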
NadD inh: inhibitors of S. aureus NadD, primary screen, biochemical, colorimetric, uHTS. purified NadD enzyme, colorimetric absorbance read-out. actives 0.78% (n = 360,000). Nicotinate-nucleotide adenylyltransferase NadD (Staphylococcus aureus N315). inhibition, % at 20 µM; in the data active = inhibition above about 26%; also: some compounds past the cut are filed as inactive
DNMT1 inh: human DNMT1 methyltransferase inhibitors, primary screen, biochemical, molecular beacon, fluorescence, HinP1I cleavage, uHTS. AID 588458, 2011. actives 0.83% (n = 360,000). inhibition (reported as % activation of signal), % at 10 µM. DNA (cytosine-5)-methyltransferase 1 (Homo sapiens), P26358; in the data active = inhibition above about 50%
Neddylation inh: inhibitors of cullin neddylation, primary screen, biochemical, TR-FRET, uHTS, NAE and Ubc12; calls only at 25 µM; actives 0.58% (n = 360,000); AID 651699, 2012; in the data active = inhibition above about 36%
LMPTP block: LMPTP phosphatase inhibitors, primary screen, biochemical, fluorescence intensity, uHTS; Low molecular weight phosphotyrosine protein phosphatase (Homo sapiens), P24666; recombinant LMPTP-A, OMFP fluorogenic substrate; inhibition, % at 20 µM; actives 0.22% (n = 360,000);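 active = compounds that cut the enzyme signal by at least half of the control window in the single-dose screen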;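 also: plate controls were DMSO wells with enzyme plus substrate for no effect and substrate without enzyme for full effect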
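material = LMPTP-A | quantity = 0.625 nM enzyme | reagent = OMFP substrate, 400 µM final | buffer or medium = Bis-Tris pH 6.0, DTT, detergent | detection = endpoint fluorescence intensity from OMFP dephosphorylation | dosing = single 20 µM dose | read-out basis = % inhibition relative to no-enzyme and uninhibited control wells | control set = no-enzyme and uninhibited controls | timing = 50 min at room temperature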
Scp-1 inhibitor: Scp-1 phosphatase inhibitors, primary screen, biochemical, colorimetric, uHTS; Recombinant Scp1, phosphopeptide, malachite green phosphate absorbance; actives 0.88% (n = 340,000); inhibition, % at 20 µM; Carboxy-terminal domain RNA polymerase II polypeptide A small phosphatase 1 (Homo …;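 active = inhibition above about 50% at 20 µM, limit read from the data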;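 also: plate controls were DMSO wells with enzyme for no effect and wells lacking enzyme for full effect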
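Test system: SCP-1 phosphatase catalytic domain, residues 76-261; measured by: colorimetric phosphate reagent with accelerator and stabiliser, absorbance at 630 nm; timing: enzyme reaction 45 min at room temperature, colour 5 min, stabilisation 30 min; also added: Phosphorylated 17-residue peptide substrate; compound dosing: one concentration, 20 µM, with 1.0% DMSO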
* hit, by the source's call; i = inactive; · = no result given.

SMILES | SUMO1 PPI mod | CendR NRP1 mod | Tb MetRS inh | SKN-1 block | STEP inh | NadD inh | DNMT1 inh | Neddylation inh | LMPTP block | Scp-1 inhibitor
CCOC(=O)CN1C(=O)COc2ccc(C(C)(C)C)cc21 | -2 | 15 | -0.2 | 10 | 0 | 3 | 1 | i | -0.7 | -8
O=C1NC(=O)C(c2ccc(Cl)cc2Cl)N1 (stereo unspecified) | 1 | 0 | -0.2 | 1 | 1 | -1 | 2 | i | -2.6 | 0
CN(C)CCCNC(=S)N(CCCO)Cc1cc2cc3c(cc2[nH]c1=O)OCO3 | -1 | 1 | 0.3 | -9 | 1 | -8 | 2 | i | -4.8 | -1
CCCCNC(=O)Cn1c(=O)c2c(ncn2CC)n(Cc2ccccc2)c1=O | 7 | -5 | -0.5 | 0 | 1 | -1 | 3 | i | -0.7 | -17
CCc1ccc(NC(=O)[C@H](Cc2c[nH]c3ccccc23)NC(=O)[C@@H]2Cc3ccccc3CN2)cc1 | 0 | -11 | 0.9 | 6 | -1 | 17 | -13 | i | -1.4 | 15
Cc1cccc(C)c1NC(=O)c1cn(-c2ccccc2)nc1-c1ccccc1 | -5 | -6 | -0.4 | 5 | -2 | 4 | -1 | i | 0.6 | 2
CCCCC(=O)Nc1ccc(C(=O)NCC(=O)OC)cc1 | -1 | -6 | -0.2 | 6 | 4 | -2 | -1 | i | -1.5 | -4
CC(=O)Nc1oc(-c2cccc3ccccc23)nc1C#N | -12 | 8 | 0.1 | 9 | 3 | -5 | 0 | · | -0.4 | -7
O=C(NC1CC1)C1=C[C@@H](c2csc3ccccc23)C[C@@H](OCCCCO)O1 | 16 | -2 | -0.2 | 4 | -1 | -3 | -3 | i | 0.0 | -8
COc1ccc2c(c1)c(=O)oc1c(C)c(OC(C)C(=O)NCC3CCC(C(=O)O)CC3)ccc12 (stereo unspecified) | 13 | -19 | 1.6 | -16 | -1 | 10 | 2 | · | 0.4 | -1
Cc1cccc(CS(=O)(=O)Cc2ccc(C(=O)NCc3ccccc3)o2)c1 | -5 | 8 | 0.3 | 9 | 1 | 0 | -2 | i | -0.5 | -7
Oc1ccc2sc(-c3ccccc3O)c(-c3ccc(OCCN4CCCCC4)cc3)c2c1 | -27 | 7 | -0.3 | -2 | · | 2 | · | i | 2.1 | ·
O=C1CN(Cc2ccccc2)CC(=O)N1 | 1 | 10 | -0.2 | 11 | -3 | -5 | -4 | i | -0.4 | 0
CC(C)c1cccc(C2=CC(=O)C[C@H](c3ccc(F)cc3)C2)c1 | -3 | 2 | -0.4 | 16 | 2 | 3 | 1 | i | 2.8 | -5
O=C(COC(=O)CCc1c[nH]c2ccccc12)Nc1ccccc1 | 4 | 7 | -0.3 | 2 | 4 | -7 | 1 | i | 1.3 | -4
CC(=O)Nc1ccc(NC(=O)CN(c2ccccc2Cl)S(C)(=O)=O)cc1 | -4 | -9 | -0.4 | 5 | 2 | -2 | -1 | i | -1.6 | -1
COc1ccc(C2=NS(=O)(=O)N(C)C(C(=O)NCc3ccccn3)=C2)cc1 | -23 | -13 | 0.4 | 4 | -3 | -1 | -3 | i | 1.0 | -10
CC(C)c1ccc(NC(=O)CN(C)C2=NS(=O)(=O)c3ccccc32)cc1 | 4 | 4 | 0.6 | -2 | -3 | -6 | 1 | i | 0.0 | ·
COc1ccc2nc(NC(=S)N(C)C)sc2c1 | 1 | -2 | -0.4 | 1 | 0 | 2 | -4 | i | 2.5 | -4
Cc1cc(S(=O)(=O)N2CCC(NC(=O)C34CC5CC(CC(C5)C3)C4)CC2)ccc1-n1cnnn1 | -3 | -5 | -0.5 | 3 | 0 | -2 | 1 | i | -0.4 | -10
N#CCC(=O)Nc1ccc(C(=O)OCC(=O)NCCCc2ccccc2)cc1 | -2 | -6 | 0.9 | -3 | -1 | 0 | -8 | i | -0.4 | -7
Cc1cccc(C)c1NC(=O)C(c1ccc([N+](=O)[O-])cc1)N1CCCCC1 (stereo unspecified) | -8 | -3 | -1.2 | 4 | 2 | -5 | 0 | i | 0.7 | -3
N#CC1=C(N)C(C#N)(C#N)[C@H](c2c(F)cccc2F)[C@H]2CC3(CC=C12)OCCO3 | -8 | 26 | -0.2 | -19 | -3 | -5 | -4 | i | -12 | -4
CC1=C(C(=O)OCC2CCCO2)C(c2ccc(O)cc2)NC(=O)N1 (stereo unspecified) | 2 | -1 | 0.6 | -9 | -3 | -11 | -3 | i | -0.3 | -4
OC(c1cccc(Cl)c1)c1ncc(-c2ccc(C(F)(F)F)cc2)[nH]1 (stereo unspecified) | 2 | -1 | 0.6 | 15 | -2 | -8 | 7 | i | 2.4 | ·
CC1=C(C(=O)Nc2cccnc2)C(c2ccc(C(C)C)cc2)n2ncnc2N1 (stereo unspecified) | 4 | 2 | -0.3 | -4 | 0 | 4 | -2 | i | 0.0 | -9
CCOC(=O)N1CCN(S(=O)(=O)N2CCCC(C(=O)NCCc3ccc(Cl)cc3)C2)CC1 (stereo unspecified) | 0 | 2 | -0.6 | 2 | 0 | 3 | 0 | i | -3.7 | -2
CS(=O)(=O)N1CCc2cc(C(=O)Nc3ccc(COCC(F)(F)F)cc3)ccc21 | 14 | 5 | -0.7 | 2 | 0 | -6 | 1 | i | 1.2 | -11
C#CCn1c(C)cc(C)c(S(=O)(=O)c2ccccc2)c1=O | -2 | -3 | -0.6 | -11 | -2 | -2 | 1 | i | 1.3 | -6
C=CCOC(=O)C1=C(C)Nc2ncnn2C1c1cc(Br)ccc1F (stereo unspecified) | 2 | 2 | 0.3 | 9 | -5 | 4 | 0 | i | 1.0 | -2

Four of the entries above in order of the SKN-1 block value, low to high:
SMILES,SKN-1 block
COc1ccc2nc(NC(=S)N(C)C)sc2c1,1
CCOC(=O)N1CCN(S(=O)(=O)N2CCCC(C(=O)NCCc3ccc(Cl)cc3)C2)CC1 (stereo unspecified),2
C=CCOC(=O)C1=C(C)Nc2ncnn2C1c1cc(Br)ccc1F (stereo unspecified),9
OC(c1cccc(Cl)c1)c1ncc(-c2ccc(C(F)(F)F)cc2)[nH]1 (stereo unspecified),15

The results go on.
SMILES | SUMO1 PPI mod | CendR NRP1 mod | Tb MetRS inh | SKN-1 block | STEP inh | NadD inh | DNMT1 inh | Neddylation inh | LMPTP block | Scp-1 inhibitor
O=C(O)CCC(=O)NN1C(=O)c2ccccc2NC1c1ccco1 (stereo unspecified) | -1 | -4 | 0.0 | -23 | 2 | -5 | 0 | · | -1.6 | -4
CCN(C(=O)CSc1nc2ccc(C)cc2[nH]1)C1CCS(=O)(=O)C1 (stereo unspecified) | 3 | -3 | 0.3 | 13 | 1 | 3 | 0 | i | -1.3 | -6
Cc1nc(N2CCN(c3ccccc3)CC2)nc2c1C(=O)CC(C)C2 (stereo unspecified) | -2 | 4 | 0.1 | 17 | 2 | -3 | 1 | i | 1.4 | -6
O=C(CSc1ccc2nnc(-c3ccccn3)n2n1)Nc1ccccc1C(F)(F)F | -2 | 3 | -0.9 | 4 | -1 | 1 | 2 | · | -1.8 | -2
CCCCCCSc1ccc([C@H]2N[C@@](CC(C)C)(C(=O)OC)[C@H]3C(=O)N(CC)C(=O)[C@@H]23)cc1 | 2 | 3 | -0.2 | 6 | 6 | 12 | 3 | i | 4.2 | -7
CCOC(=O)Cc1csc(NC(=O)CSc2ncnc3c2cnn3-c2ccccc2Cl)n1 | -2 | 21* | 0.1 | 7 | 1 | -1 | -2 | i | -0.2 | 0
COc1ccccc1NC(=O)C[n+]1ccccc1C | 1 | 6 | -1.0 | -3 | 0 | -4 | -3 | i | -2.2 | -3
COc1ccc(OCc2cccc(C(=O)Nc3ccc(CN4CCCCC4)cc3)c2)cc1 | 0 | -9 | -0.3 | 9 | 1 | -1 | -8 | i | 1.8 | -1
Cc1nn(Cc2ccc(F)cc2)c(C)c1NC(=O)c1nn(C)cc1Cl | 0 | 4 | -0.3 | 18 | -3 | -6 | 8 | i | -1.9 | -5
O=C(c1cc(-c2ccc(Cl)c(Cl)c2)on1)N1CCCCCC1 | -2 | 10 | -0.2 | 2 | 1 | 0 | 0 | i | 0.6 | -1
CC(C)CN(C(=O)COC(=O)CCCc1c[nH]c2ccccc12)c1c(N)n(Cc2ccccc2)c(=O)[nH]c1=O | 5 | 4 | -0.4 | -6 | 10 | 2 | 1 | i | 0.6 | -2

Two compounds from above, showing only Scp-1 inhibitor:
molecule | Scp-1 inhibitor
CCCCC(=O)Nc1ccc(C(=O)NCC(=O)OC)cc1 | -4
CC(=O)Nc1oc(-c2cccc3ccccc23)nc1C#N | -7

Reformatted with two lines to a compound: 4 of the compounds above.
Values run as follows: SUMO1 PPI mod, CendR NRP1 mod, Tb MetRS inh, SKN-1 block, STEP inh, NadD inh, DNMT1 inh, Neddylation inh, LMPTP block, Scp-1 inhibitor
O=C(c1cc(-c2ccc(Cl)c(Cl)c2)on1)N1CCCCCC1
    -2, 10, -0.2, 2, 1, 0, 0, i, 0.6, -1
COc1ccc(OCc2cccc(C(=O)Nc3ccc(CN4CCCCC4)cc3)c2)cc1
    0, -9, -0.3, 9, 1, -1, -8, i, 1.8, -1
O=C(CSc1ccc2nnc(-c3ccccn3)n2n1)Nc1ccccc1C(F)(F)F
    -2, 3, -0.9, 4, -1, 1, 2, ·, -1.8, -2
COc1ccccc1NC(=O)C[n+]1ccccc1C
    1, 6, -1.0, -3, 0, -4, -3, i, -2.2, -3

Screening data from PubChem.
